Bioassay records: PubChem, several laboratories
KCNQ2 inh – KCNQ2 channel blockers in CHO-K1 cells – cell-based, FluxOR thallium flux, B-score, primary screen (AID 2156). 20 min; hits give low values. B-score at 10 µM. actives 1.1% (n = 310,000). O88943;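 active means fluorescence ratio B-score at most minus 3 library SDs, with starting brightness B-score within 2 library SDs, cut at about -5.5 in these data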
OX1R FRET antag – blocks the human orexin 1 receptor; O43613; OX1R-expressing cells, FRET antagonist read-out; inhibition, % at 6.6 µM; actives 1.8% (n = 330,000); in the data active means inhibition mostly above about 38%, no sharp cut-off; inactive means mostly below about 40%;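 further: 0% = agonist challenge alone and 100% = reference antagonist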
Target sequence (O43613 whole entry, looked up): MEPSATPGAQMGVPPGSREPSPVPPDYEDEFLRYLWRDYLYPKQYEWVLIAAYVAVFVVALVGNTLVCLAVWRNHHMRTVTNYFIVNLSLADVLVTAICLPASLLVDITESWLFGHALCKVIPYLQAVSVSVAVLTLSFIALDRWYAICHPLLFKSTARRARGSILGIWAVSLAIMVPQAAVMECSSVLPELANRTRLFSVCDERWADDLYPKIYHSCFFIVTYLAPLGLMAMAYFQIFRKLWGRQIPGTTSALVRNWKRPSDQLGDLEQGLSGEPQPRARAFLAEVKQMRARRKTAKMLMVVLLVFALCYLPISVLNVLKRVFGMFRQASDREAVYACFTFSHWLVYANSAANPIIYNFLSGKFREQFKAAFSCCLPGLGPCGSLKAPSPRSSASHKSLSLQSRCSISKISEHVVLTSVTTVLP
STK33 kinase inh – human STK33 kinase inhibition. purified STK33, MBP phosphorylation, ADP-Glo luminescence. inhibition, % at 10 µM. actives 0.073% (n = 320,000);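 active means inhibition at or above 25%, using the most active replicate where run in duplicate; inactive means inhibition below 25%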
Target sequence (Q9BYT3 whole entry, looked up): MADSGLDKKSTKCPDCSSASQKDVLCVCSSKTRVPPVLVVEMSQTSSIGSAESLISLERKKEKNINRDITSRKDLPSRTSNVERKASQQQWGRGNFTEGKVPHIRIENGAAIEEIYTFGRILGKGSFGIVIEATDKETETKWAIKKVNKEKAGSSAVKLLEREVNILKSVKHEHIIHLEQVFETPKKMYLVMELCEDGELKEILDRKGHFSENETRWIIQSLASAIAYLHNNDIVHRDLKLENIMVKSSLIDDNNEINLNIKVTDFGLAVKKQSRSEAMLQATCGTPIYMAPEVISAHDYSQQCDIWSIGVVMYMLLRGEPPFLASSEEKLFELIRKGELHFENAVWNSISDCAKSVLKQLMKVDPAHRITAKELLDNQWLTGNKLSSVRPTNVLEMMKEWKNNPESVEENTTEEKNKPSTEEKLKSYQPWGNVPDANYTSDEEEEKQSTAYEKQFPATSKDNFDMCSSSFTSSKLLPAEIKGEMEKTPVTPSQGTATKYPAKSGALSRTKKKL
The depositor's hits bear a star; i = inactive; · = not tested or not shown; & = joins results of further samples.

The opening 15 records as a preview:
KCNQ2 inh,OX1R FRET antag,STK33 kinase inh,Structure
·,2,-0.2,Cc1cc(C)n2nc(SCC(=O)N3CCCCC3C)nc2n1 (stereo not given)
·,8,1.6,O=C(O)CCc1ccc(S(=O)(=O)Nc2ccccc2N2CCCCC2)cc1
i,3,-1.3,O=C(NC1CCCC1)c1ccc(S(=O)(=O)N2CCCC2)cc1
i,23,-0.2,O=C(CSC1CCCCC1)N1CCN(c2ccccc2)CC1
i,17,-2.2,CCOc1ccc(N(CC(=O)NCCSCc2ccco2)S(=O)(=O)c2ccc(C)cc2)cc1
i,12,3.5,COc1cc(/C=N/NC(=O)c2cccs2)ccc1O
i,11,0.7,Cc1ccc(O)c(N=Nc2ccc(S(=O)(=O)N3CCCC3)cc2)c1
i,4,2.3,Cn1nc(C(=O)OCC(=O)Nc2ccc(S(N)(=O)=O)cc2)c2ccccc2c1=O
i,32,0.9,Cc1cc(C(=O)N/N=C/c2cc([N+](=O)[O-])ccc2O)c2ccccc2n1
i,6,5.5,O=C(CN1CCN(Cc2ccccc2)CC1)Nc1nnc(C(F)(F)F)s1
i,6,-4.8,Cc1c(Cl)c(C(=O)NC2CCCC2)nn1C
i,12,-3.1,COc1cc(C(c2nnnn2C(C)(C)C)N2CCN(C)CC2)cc(OC)c1OC (stereo not given)
i,19,0.7,Nn1c(SCC(=O)NCCC2=CCCCC2)nnc1C1CCCCC1
i,14,-0.9,O=C(Oc1ccc(/C=N/NC(=O)c2ccccn2)cc1)c1cccc(F)c1
·,5,-0.2,COc1ccc(Sc2ccc(-c3nc4cnccn4c3NC3CCCCC3)cc2OC)cc1

Results, from the first entry:
KCNQ2 inh,OX1R FRET antag,STK33 kinase inh,Structure
·,2,-0.2,Cc1cc(C)n2nc(SCC(=O)N3CCCCC3C)nc2n1 (stereo not given)
·,8,1.6,O=C(O)CCc1ccc(S(=O)(=O)Nc2ccccc2N2CCCCC2)cc1
i,3,-1.3,O=C(NC1CCCC1)c1ccc(S(=O)(=O)N2CCCC2)cc1
i,23,-0.2,O=C(CSC1CCCCC1)N1CCN(c2ccccc2)CC1
i,17,-2.2,CCOc1ccc(N(CC(=O)NCCSCc2ccco2)S(=O)(=O)c2ccc(C)cc2)cc1
i,12,3.5,COc1cc(/C=N/NC(=O)c2cccs2)ccc1O
i,11,0.7,Cc1ccc(O)c(N=Nc2ccc(S(=O)(=O)N3CCCC3)cc2)c1
i,4,2.3,Cn1nc(C(=O)OCC(=O)Nc2ccc(S(N)(=O)=O)cc2)c2ccccc2c1=O
i,32,0.9,Cc1cc(C(=O)N/N=C/c2cc([N+](=O)[O-])ccc2O)c2ccccc2n1
i,6,5.5,O=C(CN1CCN(Cc2ccccc2)CC1)Nc1nnc(C(F)(F)F)s1
i,6,-4.8,Cc1c(Cl)c(C(=O)NC2CCCC2)nn1C
i,12,-3.1,COc1cc(C(c2nnnn2C(C)(C)C)N2CCN(C)CC2)cc(OC)c1OC (stereo not given)
i,19,0.7,Nn1c(SCC(=O)NCCC2=CCCCC2)nnc1C1CCCCC1
i,14,-0.9,O=C(Oc1ccc(/C=N/NC(=O)c2ccccn2)cc1)c1cccc(F)c1
·,5,-0.2,COc1ccc(Sc2ccc(-c3nc4cnccn4c3NC3CCCCC3)cc2OC)cc1
i,72,-1.1,Cc1ccc(NC(=O)CSc2nc(CSc3ccc(C)cc3)cc(=O)[nH]2)cc1
i,18,-1.6,NC(=O)NC(CC(=O)NCc1ccc2c(c1)OCO2)c1ccccc1Cl (stereo not given)
i,9,-1.0,O=C(N/N=C/c1cccnc1)C12CC3CC(CC(C3)C1)C2
i,5,-1.8,O=C(CCn1c(=O)oc2ccc(Cl)cc21)NCCCN1CCOCC1
i,8,-0.1,CC(C)CN(CC(C)C)C(=S)NC1CCCCC1
i,-1,-1.8,Cc1cc(Br)cc2c(C(=O)NCC3CCCO3)cc(-c3cccs3)nc12 (stereo not given)
i,9,-2.7,COc1ccc(C(=O)NNC(=O)CSc2ccccc2)cc1
i,2,-1.4,COc1ccc(OCC(=O)Nc2nnc(-c3ccco3)s2)cc1
i,·,-1.3,Cc1ccc(NC(=S)NC(=O)c2ccccc2)cc1NC(=S)NC(=O)c1ccccc1
i,12,1.7,CC(O)C(NS(=O)(=O)c1ccc(Cl)cc1)C(=O)OCC(=O)N1CCN(c2ccccc2)CC1 (stereo not given)
i,23,-0.7,Cc1ccc(-c2nc(N)n(C(=O)c3ccco3)n2)cc1
i,6,0.1,CCN(CC)S(=O)(=O)c1cc(NC(=O)Cc2n[nH]c(=O)c3ccccc23)ccc1C
i,11,11,CCCCCCCCCCOC(=O)Cn1c(COc2ccccc2)[n+](C)c2ccccc21
i,9,-0.1,Cc1cc(C)n2ncc(/C(N)=N/OC(=O)Nc3ccc(Cl)cc3)c2n1
i,15,-1.6,Cc1cccc(NC(=O)NCc2ccc3c(c2)OCO3)c1C
i,39,-0.7,Cc1cccc(NC(=O)Nc2cccc(F)c2)n1
i,14,-2.6,CCCCc1nnc(NC(=O)CC(=O)Nc2ccccc2C(=O)O)s1
i,12,-1.2,CC(C)(C)OC(=O)CNC(=O)c1[nH]cnc1C(=O)Nc1ccc(CNC(=O)OC(C)(C)C)cc1
i,11,0.7,COCCn1cc(C(=O)N2CCN(C)CC2)c2c3ccccc3n(C)c2c1=O
i,27,-1.3,CC(C)(C)NC(=O)/C(=C\c1ccccc1F)NC(=O)c1ccc([N+](=O)[O-])cc1
i,9,-3.8,CCCCCOC(=O)C1=C(C)NC(=O)NC1c1ccc2c(c1)OCO2 (stereo not given)
i,24,0.0,O=C(NC(=S)Nc1ccc2c(c1)OCCO2)c1ccc(F)cc1Cl
i,21,-1.1,O=S(=O)(c1ccc(F)cc1)N1CCN(CC(O)COCc2cccs2)CC1 (stereo not given)
i,4,0.5,CC1(C)CC(=O)C2=C(C1)OC(N)=C(C#N)C21C(=O)N2CCCc3cccc1c32 (stereo not given)
i,22,-0.4,CC(C)c1ccc(-c2c(C#N)c(N)nc3c2CCCCC3)cc1
i,32,2.2,Cc1cc(-c2cn3ccccc3n2)c(C)n1-c1ccccc1
i,24&8,-1.9&-0.9,O=c1c2ccccc2ncn1-c1ccc(Cl)cc1
i,17,-0.7,COc1ccc(-n2c(COc3cccc4cccnc34)nnc2SCC(=O)O)cc1
i,16,-1.5,COC(=O)c1ccccc1NC(=O)CSc1nc(N)cc(N)n1
i,17,-1.4,O=C(Oc1cccc(C(=S)N2CCOCC2)c1)c1cccc([N+](=O)[O-])c1
i,9,-3.0,CN(C)S(=O)(=O)c1cccc(C(=O)NCCCn2ccnc2)c1
·,7,-0.6,O=C(COC(=O)C1CC(=O)N(Cc2ccco2)C1)Nc1nc(-c2ccc(F)cc2)cs1 (stereo not given)
i,-4,-0.1,CCOc1ccccc1OCC(=O)Nc1ccc(S(=O)(=O)Nc2ncccn2)cc1
i,11,-1.6,O=C(c1ccccn1)N(Cc1ccco1)C1(C(=O)NC2CCCCC2)CCCCC1
i,-3,0.3,Cc1ccc2[nH]c3nc(SCC#N)nnc3c2c1
i,-1,-1.6,CC(=O)c1ccc2noc(-c3cccc(C)c3)c2c1
i,11,-1.1,O=C(O)C1CCC(=O)N(C2CC2)C1c1ccccc1 (stereo not given)
i,31,-0.2,CCOc1cc(/C=N/O)cc(Br)c1OCC
i,8,-1.4,Cc1cc(C)cc(-n2nnc(C(=O)NCc3ccc4c(c3)OCO4)c2N)c1
i,1,-1.8,C=CCN(C(=O)c1ccc2c(c1)nnn2C)c1ccccc1
i,8,-0.8,C#CCn1c(=NC(=O)CN2C(=O)CCC2=O)sc2cccc(C)c21
i,18,-1.0,O=C(CC(=O)NCc1ccccc1)NCc1ccccc1
i,1,-3.6,CNC(=S)N1CCC(NC(=O)C(Cc2ccccc2)NC(C)=O)CC1 (stereo not given)
i,12,-0.6,O=C(NC(CO)(CO)CO)c1coc(=O)c(Br)c1
i,11,-0.4,O=C(C1=C(O)C(=O)N(CC2CCCO2)C1c1ccc(Cl)cc1)c1ccco1 (stereo not given)

Next part:
KCNQ2 inh,OX1R FRET antag,STK33 kinase inh,Structure
i,10,3.4,N/C(=N\OC(=O)c1ccco1)c1ccc(Br)cc1
i,15,-1.6,O=C(NC(=S)Nc1cccc(Cl)c1N1CCCCC1)c1ccco1
·,-4,1.1,CCc1nc2ccc(C(=O)N(CC)CC(=O)Nc3c(F)cccc3F)cc2nc1CC
i,-9,-0.3,CCOC(=O)C1CCN(S(=O)(=O)c2ccc(CNC(=O)c3ccccc3)s2)CC1
i,19,1.5,COc1ccc(CN=Cc2[nH]c3ccc(Br)c(Cl)c3c2O)cc1
i,9,-0.9,NC(=Nc1ccc(Br)cc1)c1ccccc1
i,16,-0.6,Cc1ccc(S(=O)(=O)NC2(C(=O)O)CCCCC2)cc1
i,60,0.6,Nn1cnnc1N/N=C/c1cc(Br)cc(Br)c1O
i,11,-0.8,O=C1Cc2ccccc2C(=O)N1c1ccccc1
i,22,0.3,COc1ccc(C2=NN(C(=O)c3ccccc3C(=O)O)C(c3ccccc3O)C2)cc1 (stereo not given)
i,11,-0.4,Cc1ccc2[nH]c(=O)c(CN(CC3CCCO3)C(=O)c3cccs3)cc2c1 (stereo not given)
i,1,-0.8,CC(c1ccccc1)N1C(=O)c2ccc(C(=O)Nc3ccc(Br)cc3C(=O)O)cc2C1=O (stereo not given)
i,34,-0.5,O=C(NNS(=O)(=O)c1ccc([N+](=O)[O-])cc1)C1CCCCC1
i,13,-2.5,O=C(CN1CCN(c2cccc(Cl)c2)CC1)N1CCCC1
i,22,-1.1,CCOC(=O)c1cnc(Nc2ccc(OCC)cc2)nc1C
i,20,0.2,COc1ccc(O)c(C=NCC(C)N=Cc2cc(OC)ccc2O)c1 (stereo not given)
i,4,-0.4,CC1(C)CC(=O)C2=C(C1)NC(Nc1nc3ccccc3o1)=NC21CCCC1
i,11,-2.0,Cc1nn(Cc2noc(C(=O)NC3CCC(C)CC3)n2)c(C)c1Br (stereo not given)
·,13,-0.9,CCOc1ccc(CCNC(=O)COC(=O)c2oc3ccccc3c2COC)cc1OCC
·,6,1.7,COc1ccc(NC(=O)CSc2nnc(Cn3nnc4ccccc43)n2C)cc1
i,18,-0.3,CCCCCNCc1ccc(OCc2ccc(Cl)nc2)c(OC)c1
i,9,-0.2,CCn1c(SCC(=O)Nc2ccccc2OC)nnc1-c1cnccn1
·,1,0.2,CCC1(c2ccccc2)NC(=O)N(CC(=O)N2CC(=O)Nc3ccccc32)C1=O (stereo not given)
i,12,-0.6,CC(=O)C1=C(O)C(=O)N(Cc2ccccc2)C1c1ccco1 (stereo not given)
i,16,-0.3,COc1ccc(/C=N/NC(=O)c2ccc(N3CCCC3=O)cc2)cc1
i,7,0.1,O=C(CSc1nnc(NC(=O)c2cccc(F)c2)s1)NCc1ccco1
-6.3*,11,-0.5,c1ccc(N2CCOCC2)c(Nc2nc3ccccc3n3cnnc23)c1
i,26,-0.1,O=S(=O)(c1ccccc1)c1nc(-c2ccco2)oc1N1CCCCC1
i,22,-1.6,Clc1cc2c(cc1/C=N/Nc1nc(N3CCOCC3)nc(N3CCOCC3)n1)OCO2
i,24,-0.8,COc1ccc(NS(=O)(=O)c2cc(NC(=O)c3ccc(C)o3)ccc2N2CCCCC2)cc1
i,1,-4.0,CCOC(=O)C1=C(C)NC(=O)NC1C (stereo not given)
i,23,-2.1,O=C(Nc1nc2c(s1)CCCC2)c1cc(-c2ccc3c(c2)OCO3)nc2ccccc12
i,31,0.6,CC12CCC(=O)N1c1c(sc3nc(N4CCOCC4)c4c(c13)CCCC4)C(=O)N2 (stereo not given)
i,13,-1.0,CCN(CC)CCC(=O)NN
i,10,0.3,Cc1ccc(Oc2nc3c(C)cccn3c(=O)c2/C=C(\C#N)C(N)=O)cc1
i,34,-2.0,O=C(Nc1cccc(-c2nc3ccccc3[nH]2)c1)c1cccc(NC(=O)c2ccco2)c1
i,2,-0.8,O=C(NCc1cccnc1)NC1(C(F)(F)F)Oc2ccccc2O1
i,6,0.3,CN(CCC1CCOCC1)C(=O)CC1C(=O)NCCN1C/C=C/c1ccccc1 (stereo not given)
i,1,4.0,CSc1nc(N)c2c3c(sc2n1)CN(C)CC3
i,49,-0.9,Cc1ccc2c(c1)S/C(=C/c1ccc[n+](C)c1)N2CCO
i,8,-1.1,Cc1cccc(OCC(=O)N2CCC(N3CCOCC3)CC2)c1
i,21,0.5,O=C(O)c1cccc2c(/C=N/Nc3ccccn3)c[nH]c12
i,9,-2.7,Cc1cc(N2C(=O)Cc3ccccc3C2=O)ccc1C(C)C
i,6,-0.4,CC(=O)OC1CC(C)N(C(=O)c2ccccc2)c2ccc(C)cc21 (stereo not given)
i,17,-3.9,CCOc1cccc(CN2CCCC(CCC(=O)NCc3ccccc3F)C2)c1O (stereo not given)
·,5,-1.3,O=C(C[C@H]1C/C=C\CCC(=O)O[C@@H](c2ccccc2)CNC1=O)NCCO
i,5,-0.8,NC(=O)C1CCN(C2CC(=O)NC2=O)CC1 (stereo not given)
i,17,-0.2,CCOc1ccc(CCNC(=O)CCC(=O)N2CCOc3ccc(C)cc32)cc1OCC
i,26,3.2,O=C(Nc1ccc(S(=O)(=O)Nc2cnc3ccccc3n2)cc1)c1cccc(OC(F)F)c1
·,53,1.3,CCOc1cccc(C(=O)Nc2nnc(-c3ccco3)s2)c1
·,13,-0.6,COc1cccc(C(=O)OCC(=O)c2[nH]c(C)c(C(C)=O)c2C)c1

Rows were taken by chance. About 2.7% of those tested had a hit in this group.
